From PubChem
Epigenetic derep: regulators of epigenetic silencing causing reporter derepression in mouse cells | AID 1865 | murine LDR cells, GFP reporter derepression, 30 h | Potency, µM (top dose mostly 53.9 µM), for inactives: at the top dose GFP activation, actives largely listed as activators | actives 0.2% (n = 280,000); active = well fitted activation curve with a large enough effect; inconclusive = small, poorly fitted or top-dose-only effect; note: % of control where 0% means no effect; nearly all actives have a fitted effect of over 60% in size
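Derepression of a silenced CMV-GFP reporter in murine LDR cells is scored by enumerating GFP-positive cells with a laser-scanning microplate cytometer after 30 hours of treatment at 37 C.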
Active calls of the source: *; ? = inconclusive. Potency is the fitted concentration of half-maximal effect. Not all compounds are listed; count on the stated rates, not on these rows.

Epigenetic derep | SMILES
1.6% | Cc1cccc(CSc2ncc(Cl)c(C(=O)Nc3sc4c(c3C(N)=O)CCCC4)n2)c1
9.7% | Cc1nc2nc(NC(=O)CC(C)C)[nH]n2c(=O)c1Cc1ccccc1
-2.2% | COc1ccc2[nH]cc(CCNC(=O)Nc3cccc(F)c3)c2c1
-1.1% | COc1ccc(N2CCN(C(=O)c3cc4c(=O)oc5ccc(C)cc5c4s3)CC2)cc1
3.8% | Cc1ccccc1Nc1nn2c(=O)c3ccc(C(=O)NCCc4ccc(Cl)cc4)cc3nc2s1
-1.8% | Cc1ccc(C(=O)c2cn(Cc3cccc(C)c3)c3nc(C)ccc3c2=O)cc1
0.0% | CCCN1CCN(CCCNC(=O)Cn2nc(C)n3c(cc4c(OC)cccc43)c2=O)CC1
-1.8% | Cc1ccc(C2=CC(c3ccc(Cl)cc3)n3nc(-c4ccc(C)cc4)nc3N2)cc1 (stereo unspecified)
4.0% | COc1cccc(CNC(=O)C2CCN(C(=O)c3cnn(-c4ccccc4)c3-n3cccc3)CC2)c1
-3.2% | COc1cccc(/C=C/c2nc(C#N)c(N3CCCCC3)o2)c1
9.6% | CC(C)OC(=O)c1c(NC(=O)C2c3ccccc3Oc3ccccc32)sc2c1CCCC2
0.5% | COc1ccc(CNC(=O)c2nn(-c3ccccc3C)nc2CO)cc1
-1.2% | CC1CCN(c2nn3c(=O)c(C(=O)NCCc4ccc(Cl)cc4)cnc3s2)CC1
-3.2% | Cc1ccc(C)c(N2CCN(C(=O)CN3C(=O)COc4ccc(S(=O)(=O)N5CCC(C)CC5)cc43)CC2)c1
7.5% | CCOC(=O)c1oc2c(c1C)-c1nn(Cc3ccccc3Cl)cc1CC2
0.0% | Cc1ccc(CNC(=O)C2CCCN(Cc3nc(-c4cccc(C)c4)oc3C)C2)cc1 (stereo unspecified)
-0.1% | Cc1ccc(C(=O)Nc2nc3n(n2)C(c2ccccc2)C=C(c2ccccc2)N3)cc1 (stereo unspecified)
7.0% | CCOc1ccc(C(=O)c2cn(CC(=O)Nc3cccc(OC)c3)c3cc4c(cc3c2=O)OCCO4)cc1
-1.6% | O=C(Nc1ccc(NC(=O)c2ccc(Br)cc2)c(Cl)c1)c1ccc(Br)cc1
0.0% | CCCCCn1c(CCNC(=O)c2cccc(C)c2)nc2ccccc21
8.1% | CCCCOc1ccc(CNC(=O)C2CCN(c3nnc(-n4cccc4CNc4ccc(C)cc4)s3)CC2)cc1
-3.7% | O=C(CSc1nnc(-c2cccs2)o1)Oc1ccc(Cl)cc1
-1.1% | COc1ccc(-c2ccnc3c2c(=O)n(C)c(=O)n3C)cc1OC
-2.3% | Cc1ccc(NC(=O)CCCN2C(=O)COc3ccc(C)cc32)c(Cl)c1
0.6% | Cc1cc(NC(=O)c2ccc3c(c2)N(Cc2cccc(Cl)c2)C(=O)c2ccccc2S3(=O)=O)ccc1Br
1.9% | Cc1ccc2c(=O)cc(C(=O)Nc3cccc(C(F)(F)F)c3)oc2c1C
-5.2% | CC(C)Nc1nc2c(S(=O)(=O)c3cccc(Cl)c3)nnn2c2ccsc12
1.8% | Fc1ccccc1N1CCN(c2ncnc3onc(-c4cccc(Cl)c4)c23)CC1
4.6% | Cc1ccc(Cl)cc1Nc1sc(C(=O)c2ccc(F)cc2)c(N)c1S(C)(=O)=O
1.1% | COc1ccc(CCNC(=O)CSc2cn(CCNC(=O)c3c(F)cccc3F)c3ccccc23)cc1OC

As a working copy, some entries already given:
Epigenetic derep | SMILES
7.0% | CCOc1ccc(C(=O)c2cn(CC(=O)Nc3cccc(OC)c3)c3cc4c(cc3c2=O)OCCO4)cc1
-1.6% | O=C(Nc1ccc(NC(=O)c2ccc(Br)cc2)c(Cl)c1)c1ccc(Br)cc1
0.0% | CCCCCn1c(CCNC(=O)c2cccc(C)c2)nc2ccccc21
8.1% | CCCCOc1ccc(CNC(=O)C2CCN(c3nnc(-n4cccc4CNc4ccc(C)cc4)s3)CC2)cc1
-3.7% | O=C(CSc1nnc(-c2cccs2)o1)Oc1ccc(Cl)cc1
-1.1% | COc1ccc(-c2ccnc3c2c(=O)n(C)c(=O)n3C)cc1OC
-2.3% | Cc1ccc(NC(=O)CCCN2C(=O)COc3ccc(C)cc32)c(Cl)c1
0.6% | Cc1cc(NC(=O)c2ccc3c(c2)N(Cc2cccc(Cl)c2)C(=O)c2ccccc2S3(=O)=O)ccc1Br
1.9% | Cc1ccc2c(=O)cc(C(=O)Nc3cccc(C(F)(F)F)c3)oc2c1C
-5.2% | CC(C)Nc1nc2c(S(=O)(=O)c3cccc(Cl)c3)nnn2c2ccsc12
1.8% | Fc1ccccc1N1CCN(c2ncnc3onc(-c4cccc(Cl)c4)c23)CC1
4.6% | Cc1ccc(Cl)cc1Nc1sc(C(=O)c2ccc(F)cc2)c(N)c1S(C)(=O)=O
1.1% | COc1ccc(CCNC(=O)CSc2cn(CCNC(=O)c3c(F)cccc3F)c3ccccc23)cc1OC

The list continues:
Epigenetic derep | SMILES
-0.9% | CCCN(CCC)C(=O)C1CCCN(S(=O)(=O)c2cc(Br)cc3c2N(C(=O)CC)CC3)C1 (stereo unspecified)
0.0% | Cc1ccc(CNC(=O)CCCCn2c(=O)c3ccccc3n(Cc3c(C)cc(C)cc3C)c2=O)cc1
2.6% | Cc1ccc(NC(=O)c2cc(-c3ccc(Br)s3)nc3ccccc23)cc1F
10µM* | CCCCOC(=O)c1ccc(NC(=O)/C(C#N)=C/c2ccc(C)o2)cc1
-0.9% | CCn1cc(C(=O)OCC(=O)Nc2cccc(C(C)=O)c2)c(=O)c2ccc(C)nc21
4.2% | Cc1ccc(S(=O)(=O)NCc2nc3nc(C)cc(C)n3n2)c(C)c1
2.5% | CCOC(=O)c1cccc(NC(=O)CCn2nc(C)c3c(C)n(-c4ccccc4)nc3c2=O)c1
5.3% | Cc1cccc(Cn2c(=O)n(Cc3ccc(C(=O)NC4CCN(Cc5ccccc5)CC4)cc3)c(=O)c3ccccc32)c1
-1.1% | COc1ccc(-c2noc(CN(C(=O)COc3cc(C)c(Br)c(C)c3)C(C)C)n2)cc1
2.6% | CCC(C(=O)NCc1ccco1)n1nc(C)c2c(C)n(-c3ccc(C)cc3)nc2c1=O (stereo unspecified)
-0.1% | CCOc1ccccc1CNC(=O)CCC(=O)N1CCSc2ccccc21
-1.9% | CCOc1c(Cl)cc(C(=O)N(Cc2ccc(N(C)C)cc2)Cc2ccco2)cc1Cl
4.6% | CCN(CC)CCCNc1sc(S(=O)(=O)c2ccccc2)nc1S(=O)(=O)c1ccc(Cl)cc1
-0.1% | CC(C)CCSc1nc2c(c(=O)n(C)c(=O)n2C)n1Cc1ccccc1Cl
-2.8% | COc1ccc(NC(=O)CC2C(=O)N(c3cccc(OC)c3)C(=O)N2Cc2cccnc2)cc1 (stereo unspecified)
0.8% | COC(=O)c1ccccc1NC(=O)CN1C(=O)COc2ccccc21
0.0% | CCn1c(C(=O)N2CCC(C(=O)N3CCN(c4ccc(OC)cc4)CC3)CC2)cc2sccc21
0.2% | Cc1ccc(OCCn2c(-c3ccc(Cl)cc3)nc3ccccc3c2=O)c(C)c1
-6.4% | Cc1ccc2nc(NCc3ccccc3)c3nnnn3c2c1
0.4% | Cc1ccc2c(c1)C(c1ccc(F)cc1)N(C(=O)COc1ccc(Cl)cc1Cl)CC(=O)N2 (stereo unspecified)
-1.1% | COc1ccc(-c2nc(CSCC(=O)NCc3ccccc3Cl)c(C)o2)cc1OC
1.1% | COc1ccc(CNC(=O)c2ccc3c(c2)N(Cc2ccccc2)C(=O)c2ccccc2S3(=O)=O)cc1
0.1% | CC1=C(C(=O)Nc2cccnc2)C(c2cccc(F)c2)n2nc(SCc3ccccc3)nc2N1 (stereo unspecified)
-3.0% | COc1ccc(CNCc2ccc(C(=O)O)s2)cc1
6.2% | Cc1ccc(NC(=O)Cn2c(=O)n(-c3ccccc3)c(=O)c3ccc(C(=O)NCc4ccc5c(c4)OCO5)cc32)c(C)c1
9.8% | CC(=O)c1ccc(NC(=O)c2cccc(NC(=O)N3CCSc4ncccc43)c2)cc1
? | Cc1cccc(NC(=O)Cn2cc(C(=O)c3ccco3)c3ccccc32)c1C
16% | Cc1cc(C)cc(NC(=O)Nc2nnc(N(C)C3CCCCC3)s2)c1
7.0% | CCc1c(C)nc2nncn2c1Nc1ccc(Cl)cc1
1.6% | CC(C)c1ccc(NC(=O)Cn2cc(S(=O)(=O)N3CCN(c4ccccc4F)CC3)c3ccccc3c2=O)cc1

Next structures follow.
Epigenetic derep | SMILES
-3.4% | CCOC(=O)N1CCN(C(=O)c2cnn(-c3cccc(C)c3)c2-n2cccc2)CC1
-2.4% | O=C(c1cc2c(=O)oc3ccccc3c2s1)N1CCN(c2ccccc2)CC1
-1.9% | CCOc1ccc(C(=O)Nc2ccc(S(=O)(=O)Nc3nc(C)cc(C)n3)cc2)cc1OC
3.3% | CCOC(=O)c1ccccc1NC(=O)CCc1c(C)nc2c(c1C)c(=O)n(C)c(=O)n2C
-0.9% | Cc1ccc(C)c(Cn2c(=O)n(CCc3ccccc3)c(=O)c3c(C)c(C)sc32)c1
-0.9% | COCCCNC(=O)CCn1c(=O)c2ccccc2n(CC(=O)Nc2c(C)cc(C)cc2C)c1=O
-1.7% | O=C(Cn1c(SCCOc2ccc(Cl)cc2)nc2ccccc21)N1CCCCC1
-1.5% | CC(C)C(=O)Nc1nnc(S(=O)(=O)N(C)Cc2ccc(F)cc2)s1
0.0% | Cc1ccccc1CSc1cn(CCNC(=O)c2cccs2)c2ccccc12
-2.1% | Cc1cc(C)n2c(Nc3ccccc3C)c(-c3cccs3)nc2n1
0.9% | COc1ccc(OC)c(NC(=O)c2cnc(Nc3ccc(C)c(Cl)c3)c3ccccc23)c1
0.0% | CC1=C(C(=O)Nc2ccccc2Br)C2(CCC(C)CC2)OC1=O (stereo unspecified)
-2.9% | Cc1ccc(Cl)cc1NC(=O)Cn1nnc2sc3c(c2c1=O)CCC(C(C)(C)C)C3 (stereo unspecified)
0.0% | Cc1cccc(NC(=O)CN2C(=O)C(c3ccccc3)=NC23CCC(C)CC3)c1 (stereo unspecified)
-0.8% | CCOc1ccccc1N(CC(=O)NCCSc1ccccc1)S(=O)(=O)c1ccccc1
2.0% | COc1ccc(C2(CNC(=O)C(=O)Nc3cccc(C(F)(F)F)c3)CCCC2)cc1OC
10% | Cc1cccc(-n2c(C)cc(C(=O)C(=O)Nc3ccccc3F)c2C)c1C
-0.7% | CCOc1ccc(NC(=O)CSc2oc(-c3ccc(C)cc3)nc2S(=O)(=O)c2ccc(C)cc2)cc1
-1.0% | COc1ccc(OC(C)C(=O)NCc2nc(-c3cccc(C)c3)no2)cc1 (stereo unspecified)
-0.1% | CN(Cc1ccccc1)C(=O)CSc1nc(-c2ccc(F)cc2)cc(C(F)(F)F)n1
-2.2% | COc1ccc(CNC(=O)c2cc(-c3ccc(C)c(C)c3)n[nH]2)cc1
3.7% | COC(=O)c1ccc(Cn2nnc3c(=O)[nH]c(C4CCCN(S(=O)(=O)c5ccccc5Cl)C4)nc32)cc1 (stereo unspecified)
0.1% | CCc1ccc2c(c1)NC(c1ccc(OC)cc1)=NC(c1ccncc1)=N2
11% | COc1ccc(Cl)cc1NC(=O)Cn1ncc2c3ccccc3n(Cc3ccccc3)c2c1=O
-1.1% | CCN(C(=O)c1cc2c(=O)n(CC)c3ccccc3c2s1)c1cccc(C(F)(F)F)c1
2.2% | CCOc1ccc(NC(=O)CCc2c(C)nc3nc(-c4cc(OC)cc(OC)c4)nn3c2C)cc1
-0.6% | O=[N+]([O-])c1cc(-c2nc(-c3ccccc3)no2)ccc1NCC1CCCO1 (stereo unspecified)
-1.6% | COc1cc(NC(=O)CCCc2nnc3n(CC(C)C)c(=O)c4sccc4n23)cc(OC)c1
3.1% | Cc1cc(S(=O)(=O)Nc2cc3c(cc2Cl)n(C)c(=O)c(=O)n3C)ccc1F
0.0% | COc1ccc(-c2noc(CSc3nnc(-c4ccccc4)n3-c3ccc(F)cc3)n2)c(OC)c1

(list continues)
Epigenetic derep | SMILES
-4.5% | CC1CCN(S(=O)(=O)c2ccc3c(ccn3CCC(=O)NCc3ccc(N(C)C)cc3)c2)CC1
1.1% | COc1ccccc1CNC(=O)CN1C(=O)COc2ccc(S(=O)(=O)N3CCC(C)CC3)cc21
1.0% | Cc1ccccc1Oc1nc2c(c(=O)n(C)c(=O)n2C)n1Cc1ccc(Br)cc1
1.1% | Cc1ccccc1S(=O)(=O)Cc1ccc(C(=O)NCCc2ccccc2)o1
0.8% | COc1ccc(CCNc2nc3ccccc3c3nc(-c4cccc(C)c4)nn23)cc1OC
0.0% | COc1cc(OC)c(NC(=O)Cn2ncn3c(cc4cc(C)ccc43)c2=O)cc1Cl
-7.5% | Cc1cccc(NC(=O)CSc2nc3c(c(=O)[nH]2)CN(Cc2ccc4c(c2)OCO4)CC3)c1C
-1.6% | CCOc1ccccc1NC(=O)c1c(NC(=O)Cc2ccc(OC)cc2)sc2c1CCC2
-2.5% | Cc1ccc(OCCCn2c(CCNC(=O)C3CCCCC3)nc3ccccc32)c(C)c1
-0.6% | CC(C)c1ccc(NC(=O)N2c3ccccc3Sc3ccccc32)cc1
-1.7% | Cc1noc(-c2ccc(N3CCCCC3)c([N+](=O)[O-])c2)n1
1.9% | CCN(CC)C(=O)c1c(NC(=O)c2cccc(C)c2)sc2c1CCC(C)C2 (stereo unspecified)
-0.9% | COc1cc2c(cc1NC(=O)COc1ccc(Br)cc1)oc1ccccc12
-2.4% | Cc1ccc(NC(=O)CN(C)S(=O)(=O)c2cccc3nsnc23)c(C)c1
0.6% | Cc1ccc(-n2ccnc(NCCc3ccc(S(N)(=O)=O)cc3)c2=O)c(C)c1
-0.3% | Cc1ccc2c(CNCC(C)c3ccccc3)c(C(=O)O)n(Cc3ccccc3C)c2c1 (stereo unspecified)
-2.0% | CSc1ncc2c(n1)-c1ccccc1N(Cc1ccccc1C)S2(=O)=O
